Compound activity: PubChem BioAssay, several laboratories
NS3 helicase inh: inhibitors of Hepatitis C virus NS3 helicase. AID 1800. inhibition, % at 10.9 µM. 0.56% of 290,000 active. NS3 helicase DNA unwinding, Cy5 molecular beacon fluorescence;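 active = inhibition above the mean of all tested compounds plus 3 SD, set per campaign, cut at about 35% in these data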;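 note: 0% = DMSO wells and 100% = thioflavine S control wells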
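Material: hepatitis C virus NS3 helicase domain fragment enzyme; measured by: Cy5 fluorescence, 0 and 60 min reads; control set: DMSO and thioflavine S; incubation: 60 min unwinding reaction at 25 °C after ATP addition; read-out basis: % inhibition from 60/0 min fluorescence ratio, DMSO 0%, thioflavine S 100%; repeats: singlicate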
OXTR agonist: human OXTR agonism | CHO-OTR cells, Fluo-8 calcium fluorescence; normalized: DMSO 0%, oxytocin 100% | P30559 | activation, % at 3 µM | 0.32% of 320,000 active;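 active = activation above the mean of all tested compounds plus 3 SD, cutoff set per screening run, cut at about 20% in these data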;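 note: peak over basal fluorescence ratio from a 100 s FLIPR kinetic read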
Target sequence (P30559 whole entry, looked up): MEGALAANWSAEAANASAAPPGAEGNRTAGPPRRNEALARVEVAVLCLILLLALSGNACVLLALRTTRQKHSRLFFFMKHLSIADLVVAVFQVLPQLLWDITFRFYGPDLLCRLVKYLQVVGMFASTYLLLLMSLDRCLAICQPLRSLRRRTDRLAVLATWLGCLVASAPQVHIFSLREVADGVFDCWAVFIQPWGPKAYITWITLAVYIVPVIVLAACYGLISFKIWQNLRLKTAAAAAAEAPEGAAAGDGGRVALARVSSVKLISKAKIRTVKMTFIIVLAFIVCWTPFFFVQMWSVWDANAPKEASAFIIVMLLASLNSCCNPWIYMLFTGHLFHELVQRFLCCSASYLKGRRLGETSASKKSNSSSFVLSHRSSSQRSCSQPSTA
IMP-1 inh: blocks Pseudomonas aeruginosa IMP-1 metallo-beta-lactamase; AID 1556; 0.45% of 290,000 active; purified IMP-1, nitrocefin hydrolysis, epi-absorbance fluorescence; inhibition, % at 5.6 µM;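 active = inhibition above the mean plus 3 SD of all compounds in the same screening run, cut at about 4.5% in these data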;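 note: 0% = IMP-1 with DMSO and 100% = DMSO wells lacking enzyme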
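System: purified recombinant IMP-1 beta-lactamase. Medium: Zinc- and detergent-supplemented HEPES buffer, pH 7.1. Compound: one 5.6 µM dose […]. Schedule: 15 min preincubation plus 25 min reaction at 25 °C. Technique: Epi-absorbance fluorescence, 480 nm excitation, 530 nm emission.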
DNA FID counter: counter-screen for HCV NS3 helicase inhibitors: DNA intercalator displacement; 0.17% of 290,000 active; AID 1845; DNA fluorescent intercalator displacement, fluorescence; inhibition, % at 7.9 µM; in the data active = inhibition above about 37%;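 note: 0% = vehicle and 100% = reference compound; higher means more ethidium bromide displaced from hairpin DNA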
V1R ag counter: V1a receptor agonism, counter-screen for OXTR agonists. P37288. CHO-V1R cells, Fluo-8 calcium fluorescence, agonist mode; 0% DMSO, 100% 3 nM vasopressin. activation, % at 3 µM. 0.25% of 320,000 active;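 active = activation above the mean activation of all tested compounds plus 3 SD, per screening run, cut at about 20% in these data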;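 note: signal is peak over basal fluorescence ratio across a 100 second FLIPR read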
GPR7 antagonist: antagonists of human GPR7 (neuropeptides B/W receptor 1); P48145; GPR7-expressing cells, fluorescence antagonist assay; inhibition, % at 4.4 µM; 1.1% of 290,000 active; AID 1861; in the data active = inhibition above about 16%, passing the limit was not always enough;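 note: cells stimulated with the agonist NPW; 0% = agonist with vehicle and 100% = vehicle without agonist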
Target sequence (P48145 whole entry, looked up): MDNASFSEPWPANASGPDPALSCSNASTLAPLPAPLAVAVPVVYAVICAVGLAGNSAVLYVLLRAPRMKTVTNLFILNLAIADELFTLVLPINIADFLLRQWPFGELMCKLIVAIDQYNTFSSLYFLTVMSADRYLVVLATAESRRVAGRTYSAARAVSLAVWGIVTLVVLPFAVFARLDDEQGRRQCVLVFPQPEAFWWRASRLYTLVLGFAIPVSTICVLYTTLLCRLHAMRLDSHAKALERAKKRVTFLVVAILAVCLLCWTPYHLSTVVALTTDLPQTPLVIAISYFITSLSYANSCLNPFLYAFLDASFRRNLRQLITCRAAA
PHOSPHO1 block: inhibitors of human PHOSPHO1 phosphatase | inhibition, % at 13.3 µM | 1.1% of 290,000 active | recombinant PHOSPHO1, absorbance phosphatase assay; in the data active = inhibition above about 60%
Target sequence (Q8TCT1 whole entry, looked up): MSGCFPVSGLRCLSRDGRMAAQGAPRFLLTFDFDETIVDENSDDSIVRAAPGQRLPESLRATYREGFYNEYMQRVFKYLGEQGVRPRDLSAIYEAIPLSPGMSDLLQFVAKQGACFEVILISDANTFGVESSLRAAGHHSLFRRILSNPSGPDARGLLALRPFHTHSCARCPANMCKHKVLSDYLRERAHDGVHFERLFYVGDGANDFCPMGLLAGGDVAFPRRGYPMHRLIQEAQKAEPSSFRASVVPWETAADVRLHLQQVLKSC
GalR3 antag: blocks the human galanin receptor 3; O60755; HEK293 GalR3-CNG cAMP membrane potential fluorescence; galR3 body fused to GalR1 C-terminus; inhibition, % at 3 µM; 0.44% of 360,000 active; AID 651719;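 active = inhibition above the screen-wide average plus 3 SD, cut at about 13% in these data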;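 note: forskolin and galanin both at EC90 stimulate the cells; cAMP rise reported by CNG channel membrane potential dye signal; 0% = forskolin plus galanin with DMSO and 100% = forskolin alone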
VIM-2 inhibitor: inhibitors of Pseudomonas aeruginosa VIM-2 metallo-beta-lactamase. purified VIM-2, nitrocefin hydrolysis, epi-absorbance fluorescence. inhibition, % at 5.6 µM. 0.89% of 290,000 active;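 active = inhibition above the mean of all tested compounds plus 3 SD, cutoff set per screening run, cut at about 7.5% in these data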;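 note: red hydrolysis product quenches plate fluorescence so inhibitors raise well fluorescence; 0% = enzyme with DMSO and 100% = DMSO without enzyme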
An asterisk follows results filed as active; nt = no result given.

Assay codes – A = NS3 helicase inh; B = OXTR agonist; C = IMP-1 inh; D = DNA FID counter; E = V1R ag counter; F = GPR7 antagonist; G = PHOSPHO1 block; H = GalR3 antag; I = VIM-2 inhibitor
COc1cc2c(cc1OC)C(C)N(CC(=O)Nc1ccc(C)c(S(=O)(=O)N3CCOCC3)c1)CC2 (stereo not given)
  A = -75	B = 0.8	C = -0.7	D = -8	E = 5.5	F = 4	G = 18	H = 1	I = 0.1
O=C(COC(=O)C1CCC1)Nc1ccc(Oc2ccccc2)cc1
  A = -6	B = -0.7	C = -5.5	D = -11	E = 0.9	F = -4	G = -2	H = -4	I = -5.5
CCOc1cc(/C=N/NC(=O)CN(CCc2ccccc2)S(=O)(=O)c2ccc(NC(C)=O)cc2)ccc1O
  A = -14	B = -0.4	C = -4.3	D = -24	E = 1.4	F = -8	G = -24	H = 7	I = -3.1
COC(=O)C(CCSC)NC(=O)C(NC(=O)C1CCC(C)CC1)C(C)C (stereo not given)
  A = 6	B = -1.1	C = 1.4	D = -3	E = -0.4	F = 5	G = 7	H = -4	I = -1.2
Nc1nc(-c2ccccc2)nc(-c2ccccc2O)n1
  A = -7	B = 1.4	C = 1.5	D = 4	E = 1.2	F = -1	G = nt	H = -12	I = -1.4
CCOC(=O)C1CCCN(S(=O)(=O)c2ccc(F)c(C(=O)Nc3ccc(F)c(F)c3)c2)C1 (stereo not given)
  A = -4	B = 5.5	C = -1.5	D = -7	E = 7.1	F = 3	G = 8	H = 2	I = -0.2
C/C(=N\NC(=O)c1ccc(F)cc1)c1cccc(NC(=O)c2cccc(F)c2)c1
  A = -3	B = -0.4	C = -2.2	D = -18	E = 0.1	F = -21	G = 32	H = -4	I = -1.6
Cc1cc(NC(=O)COC(=O)COc2ccc3c(c2)CCC3)no1
  A = 1	B = 5.4	C = -1.9	D = -3	E = 2.8	F = 2	G = -39	H = -1	I = 0.4
O=C(c1cc2cc([N+](=O)[O-])ccc2oc1=O)n1cccn1
  A = 12	B = 0.9	C = -0.9	D = -19	E = 1.2	F = -3	G = 34	H = -6	I = -0.7
CC(C)(C)c1ccc(CN2N=Nc3ccccc3S2(=O)=O)cc1
  A = 34	B = -1.5	C = 1.1	D = -13	E = -0.6	F = -2	G = 27	H = -5	I = -0.6
COCCOC(=O)c1[nH]c2c(c1C)C(=O)CC(c1ccc(N(C)C)cc1)C2 (stereo not given)
  A = -9	B = 5.1	C = -1.0	D = -2	E = 6.5	F = 0	G = -7	H = 5	I = 0.6
CC(O)c1nc2ccc(Cc3ccc4nc(C(C)O)[nH]c4c3)cc2[nH]1 (stereo not given)
  A = 3	B = 0.9	C = -3.0	D = -2	E = 0.1	F = -1	G = 3	H = -1	I = -1.7
COc1cc(NC(=O)COc2c(C)cc(C)cc2[N+](=O)[O-])c(OC)cc1Cl
  A = 0	B = -1.2	C = -2.4	D = -4	E = -0.7	F = -5	G = -17	H = -4	I = -3.6
COC(=O)C(Cc1ccc(O)cc1)NC(=O)C(CC(=O)OC(C)(C)C)NC(=O)OC(C)(C)C (stereo not given)
  A = -6	B = 0.2	C = -2.4	D = -13	E = 0.9	F = -5	G = -31	H = -3	I = -3.2
CC(NC(=O)COC(=O)Cc1ccsc1)c1ccccc1 (stereo not given)
  A = 2	B = -0.6	C = -1.1	D = -1	E = 0.0	F = -8	G = 7	H = -5	I = -3.2
O=C(C[n+]1cc(-c2ccc(Cl)cc2)n2c1CCC2)N1c2ccccc2Sc2ccccc21
  A = -60	B = -2.0	C = -4.3	D = 20	E = -0.2	F = -7	G = -9	H = -4	I = -2.8
O=c1oc(-c2ccco2)nc2c1cnn2-c1ccccc1
  A = 1	B = -0.6	C = -2.3	D = 4	E = 0.4	F = -5	G = 10	H = 3	I = -0.7
COc1ccc(NC(=O)c2cc(-c3ccncc3)nc3ccc(Br)cc23)cc1OC
  A = 0	B = 3.5	C = -3.0	D = -38	E = 1.6	F = -2	G = 43	H = 0	I = -2.3
Cc1nc2cc(-c3cccc(F)c3)nn2c(C)c1CCC(=O)N1CCN(c2ccccn2)CC1
  A = nt	B = -0.8	C = nt	D = nt	E = 1.1	F = nt	G = 8	H = -2	I = nt
Cc1cc2oc(=O)cc(CN(C)Cc3ccccc3F)c2cc1Cl
  A = -15	B = -1.0	C = 0.3	D = -21	E = -0.5	F = 6	G = 30	H = -11	I = -0.4

4 of the entries above in order of the PHOSPHO1 block value, falling.
mol | NS3 helicase inh | IMP-1 inh | GPR7 antagonist | PHOSPHO1 block | GalR3 antag | VIM-2 inhibitor
CC(NC(=O)COC(=O)Cc1ccsc1)c1ccccc1 (stereo not given) | 2 | -1.1 | -8 | 7 | -5 | -3.2
COCCOC(=O)c1[nH]c2c(c1C)C(=O)CC(c1ccc(N(C)C)cc1)C2 (stereo not given) | -9 | -1.0 | 0 | -7 | 5 | 0.6
O=C(C[n+]1cc(-c2ccc(Cl)cc2)n2c1CCC2)N1c2ccccc2Sc2ccccc21 | -60 | -4.3 | -7 | -9 | -4 | -2.8
COC(=O)C(Cc1ccc(O)cc1)NC(=O)C(CC(=O)OC(C)(C)C)NC(=O)OC(C)(C)C (stereo not given) | -6 | -2.4 | -5 | -31 | -3 | -3.2

Next results
Assay codes – A = NS3 helicase inh; B = OXTR agonist; C = IMP-1 inh; D = DNA FID counter; E = V1R ag counter; F = GPR7 antagonist; G = PHOSPHO1 block; H = GalR3 antag; I = VIM-2 inhibitor
COC(=O)/C=C/c1ccc2c(c1)OCO2
  A = 5	B = 0.3	C = -3.6	D = -9	E = 0.4	F = -7	G = 37	H = -7	I = -3.9
CC(=O)NC1CCC(C(=O)O)(c2ccccc2)C1 (stereo not given)
  A = -5	B = 0.0	C = 0.5	D = -3	E = -0.3	F = -10	G = -32	H = 1	I = -1.9
Cc1ccc(S(=O)(=O)N(CC(=O)NCc2ccco2)C2CCCCC2)cc1
  A = -10	B = -1.2	C = -1.0	D = -26	E = -0.2	F = -1	G = -6	H = -11	I = 0.7
COc1ccc(OC)c(NC(=O)CCNS(=O)(=O)c2ccc3[nH]c(=O)oc3c2)c1
  A = 8	B = -0.2	C = -1.4	D = -2	E = 0.6	F = 1	G = 20	H = 0	I = -3.4
S=c1[nH]cnc2scc(-c3ccc(Br)cc3)c12
  A = 2	B = -1.8	C = -3.2	D = -4	E = 0.5	F = -12	G = -7	H = -6	I = -5.0
CC(Sc1cccc[n+]1[O-])C(=O)Nc1ccc(Oc2ccccc2)cc1 (stereo not given)
  A = 7	B = 0.8	C = -0.3	D = -16	E = 0.4	F = 8	G = -42	H = 1	I = -0.2
O=C(c1ccco1)N1CCN(CCCCOc2cccc3ccccc23)CC1
  A = -29	B = -0.6	C = -1.1	D = 1	E = 1.2	F = 1	G = -8	H = -4	I = -1.5
CC1CCN(C(=O)C2Cc3ccccc3CN2S(=O)(=O)c2ccc(F)cc2)CC1 (stereo not given)
  A = 1	B = -2.6	C = -0.9	D = -24	E = -1.6	F = 18	G = 11	H = -1	I = -1.4
COc1c(F)c(F)c(C(=O)O)c(Nc2ccc(C)cc2C)c1F
  A = 24	B = -0.2	C = -2.2	D = -21	E = 1.0	F = -12	G = -3	H = -4	I = -1.7
CCCCNCCCCOc1ccccc1
  A = 0	B = 1.8	C = -1.2	D = -3	E = 0.9	F = 1	G = 2	H = -1	I = -2.6
Cc1ccc(-n2nc(C(=O)O)c(O)cc2=O)cc1
  A = -8	B = -0.4	C = -2.2	D = -1	E = -0.1	F = -7	G = 51	H = -3	I = -1.8
CCCCNS(=O)(=O)c1ccc2nc(-c3cccnc3)cc(C(=O)NC(C)C)c2c1
  A = -4	B = -0.2	C = -1.4	D = -8	E = 0.3	F = -6	G = 11	H = 8	I = -1.7
CCCc1nc(NC(=O)c2ccccc2)nc(NC(=O)c2ccccc2)n1
  A = 4	B = -1.6	C = -3.5	D = -23	E = -0.2	F = -15	G = 27	H = -8	I = -1.9
O=C(CN1CCN(C2CCCCC2)CC1)c1ccc2cc[nH]c2c1
  A = -3	B = -0.4	C = -0.8	D = 8	E = -0.1	F = 3	G = 27	H = nt	I = -1.2
Oc1cccc(CN2CCCCC2)c1
  A = -2	B = 0.3	C = -0.9	D = 4	E = 1.1	F = 2	G = 21	H = nt	I = -3.5
CSc1nnc(Cn2c(=O)sc3ccccc32)n1-c1ccccc1C
  A = -12	B = -0.3	C = -2.4	D = -12	E = -0.1	F = 14	G = nt	H = 0	I = -2.6
Cc1cccc(NC(=O)CCn2c(=O)oc3ccccc32)c1
  A = -7	B = 1.3	C = -4.2	D = -10	E = 1.9	F = 13	G = 18	H = -6	I = -2.0
CN1CCN(c2ccccc2NC(=O)c2ccc(-c3cccc([N+](=O)[O-])c3)o2)CC1
  A = -6	B = -1.2	C = -2.9	D = -22	E = 0.0	F = -5	G = -12	H = -10	I = -2.6
CCN(CC)S(=O)(=O)c1ccc(/C=C/C(=O)OCC(=O)N(C(C)C)C(C)C)cc1
  A = 5	B = 2.6	C = -2.3	D = -7	E = 0.6	F = -7	G = 15	H = 2	I = -3.2
Cn1c(=O)c2c(O)c([N+](=O)[O-])c(=O)n(C)c2n(C)c1=O
  A = -11	B = -0.1	C = -2.5	D = 1	E = 1.2	F = -1	G = 27	H = 0	I = -0.5
O=C1C2CCCCN2C(=O)N1CCCN1CCN(c2ccc(F)cc2)CC1 (stereo not given)
  A = 6	B = 1.9	C = -1.2	D = 1	E = 0.7	F = -1	G = 18	H = nt	I = -0.9
Cc1ccc(/C=C(\NC(=O)c2ccccc2)C(=O)N2CCCC2C(=O)O)cc1 (stereo not given)
  A = 8	B = -0.2	C = -0.1	D = -25	E = 0.2	F = -8	G = 37	H = 1	I = -2.6
CC(C)NC(=O)NC(=O)COC(=O)c1ccc(F)cc1F
  A = 6	B = -0.3	C = -0.9	D = 1	E = -0.7	F = -3	G = 1	H = 0	I = -2.5
O=C(NCC1CCCO1)c1cccnc1Nc1ccccc1F (stereo not given)
  A = 13	B = -0.1	C = -3.5	D = -4	E = -0.1	F = -16	G = -36	H = -6	I = -2.8
CCC(=O)NCCc1nc2cc(NC(=O)c3cccc([N+](=O)[O-])c3)ccc2n1C
  A = -3	B = nt	C = 2.0	D = 0	E = nt	F = 22	G = -8	H = -4	I = -0.7
CCN(CC)S(=O)(=O)c1cccc(-c2n[nH]c(=S)n2/N=C/c2ccc(OC)cc2)c1
  A = 0	B = -2.3	C = -4.2	D = -34	E = -1.1	F = -11	G = 83*	H = 6	I = -3.4
COc1ccc(C2C3=C(CC(C)(C)CC3=O)N(CC(=O)O)C3=C2C(=O)CC(C)(C)C3)cc1OC
  A = 19	B = -0.2	C = -0.5	D = -19	E = 0.9	F = -11	G = 47	H = -9	I = 0.1
O=C(NC1CCCCCCC1)c1ccc(Br)o1
  A = 6	B = -2.5	C = -2.2	D = -7	E = -2.0	F = -12	G = -3	H = -7	I = -1.4
Cc1nc(-c2ccccc2)sc1C1(C)CC(c2ccc([N+](=O)[O-])cc2)=NO1 (stereo not given)
  A = nt	B = 3.1	C = nt	D = nt	E = 0.4	F = nt	G = 18	H = -3	I = nt

Random draw from the library; any-hit rate near 4.3%.
